# Source: PubChem BioAssay
# Tat export inh: E. coli Tat export inhibitors, primary screen, MC4100, TorA-mCherry reporter, fluorescence, single point; hit rate 0.036% among 340,000; inhibition, % at 10 µM;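 active = mean replicate inhibition at least 50% and at least half of replicates individually reaching 50%; inconclusive = only one of the two criteria met; inactive = neither criterion met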;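 note: exported cargo escapes ClpAP degradation while cytoplasmic cargo is degraded and loses fluorescence; 0% = median of neutral control wells and 100% = median of NaSCN control wells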
# AddAB inh: growth inhibition of E. coli expressing H. pylori AddAB, primary screen, AddAB inhibitor project, absorbance. inhibition, % at 11.9 µM. hit rate 0.29% among 330,000. AID 435030, 2010; in the data active = inhibition above about 12%;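 note: 0% = vehicle wells of infected cells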
# DAGLB inhibitor: DAGLB lipase inhibitors, primary screen, biochemical, fluorescence, HTS; Diacylglycerol lipase-beta (Homo sapiens), Q8NCG7; HEK293T DAGLB membrane lysate, EnzChek fluorogenic substrate; inhibition, % at 5.17 µM; hit rate 0.059% among 340,000; AID 504411, 2011; in the data active = inhibition above about 34%;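 note: 0% = enzyme with vehicle and 100% = wells lacking enzyme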
# Target sequence (Q8NCG7 whole entry, looked up): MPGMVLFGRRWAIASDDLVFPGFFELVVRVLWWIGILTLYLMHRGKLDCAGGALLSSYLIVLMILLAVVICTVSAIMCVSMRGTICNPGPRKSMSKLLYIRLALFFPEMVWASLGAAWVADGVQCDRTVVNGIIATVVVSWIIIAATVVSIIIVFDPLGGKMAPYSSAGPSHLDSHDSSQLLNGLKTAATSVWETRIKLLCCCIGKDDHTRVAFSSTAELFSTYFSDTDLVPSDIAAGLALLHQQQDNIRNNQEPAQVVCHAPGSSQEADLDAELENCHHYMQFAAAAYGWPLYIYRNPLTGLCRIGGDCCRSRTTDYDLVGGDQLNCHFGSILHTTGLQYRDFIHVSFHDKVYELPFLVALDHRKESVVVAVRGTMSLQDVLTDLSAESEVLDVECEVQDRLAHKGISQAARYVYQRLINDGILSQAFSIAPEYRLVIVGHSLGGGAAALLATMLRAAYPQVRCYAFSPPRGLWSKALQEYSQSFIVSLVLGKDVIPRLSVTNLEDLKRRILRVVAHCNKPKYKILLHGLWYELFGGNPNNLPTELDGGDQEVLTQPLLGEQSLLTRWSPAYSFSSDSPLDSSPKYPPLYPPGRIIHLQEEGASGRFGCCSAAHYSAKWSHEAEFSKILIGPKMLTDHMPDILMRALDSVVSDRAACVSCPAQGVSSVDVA
# PKA-R2B act: activators of PKA-R2B holoenzyme, primary screen, biochemical, fluorescence polarization, Cy5-IP20, human; PKA-R2B holoenzyme dissociation; R2B truncated from residue 108, S112A mutant; 0% DMSO only, 100% 113 µM cGMP; hit rate 0.079% among 340,000; activation, % at 11.4 µM;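 active = activation above a cutoff set at the mean over all compounds plus 3 SD, cut at about 18% in these data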;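 note: higher means more holoenzyme dissociation and a rise in polarization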
# CDK5 inh: inhibitors of human CDK5/p35 kinase, primary screen, biochemical, single concentration | Cyclin-dependent kinase 5 (Homo sapiens) + Cyclin-dependent kinase 5 activator 1 (Homo … | Recombinant CDK5/p35, ADP-Glo luminescence, 60 min | inhibition, % at 10 µM | hit rate 0.01% among 330,000 | AID 488839, 2010;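 active = highest replicate inhibition of at least 50% and at least 75% of replicates reaching 50%; inconclusive = only one of the two criteria met; inactive = both criteria failed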;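 note: plate controls were DMSO neutral control for no effect and GW8510 at 10 µM for full effect; many of its hits are not listed in these tables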
# HTR5A ag: HTR5A agonists in luminescence cell assay, primary screen, counter-screen for OPRM1-OPRD1 heterodimer agonist project, full-deck HTS. hit rate 0.61% among 340,000. 5-hydroxytryptamine receptor 5A (Homo sapiens), P47898. activation, % at 9.3 µM. cell-based; in the data active = activation mostly above about 9.5%, no sharp cut-off; inactive = mostly below about 7.6%;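 note: 0% = cells with vehicle only and 100% = reference agonist; strong numbers were not always called active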
# Target sequence (P47898 whole entry, looked up): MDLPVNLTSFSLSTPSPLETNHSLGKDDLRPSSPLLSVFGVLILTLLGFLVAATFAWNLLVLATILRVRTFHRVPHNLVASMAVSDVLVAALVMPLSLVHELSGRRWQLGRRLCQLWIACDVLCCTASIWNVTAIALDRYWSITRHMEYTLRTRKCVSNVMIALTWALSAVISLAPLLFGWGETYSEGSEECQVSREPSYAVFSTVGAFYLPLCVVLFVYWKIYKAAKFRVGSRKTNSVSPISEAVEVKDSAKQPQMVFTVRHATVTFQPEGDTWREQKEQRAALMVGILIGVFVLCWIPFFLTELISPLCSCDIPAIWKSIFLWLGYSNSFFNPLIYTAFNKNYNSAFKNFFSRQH
# HTR5A inv ag: HTR5A inverse agonists in luminescence cell assay, primary screen, counter-screen for OPRM1-OPRD1 heterodimer inverse agonist project, full-deck HTS; 5-hydroxytryptamine receptor 5A (Homo sapiens), P47898; HTR5A cell line, inverse agonism; inhibition, % at 9.3 µM; hit rate 0.083% among 340,000; AID 504634, 2011; in the data active = inhibition mostly above about 23%, no sharp cut-off; inactive = mostly below about 18%;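 note: 0% = cells with DMSO and 100% = no-cell wells with DMSO; some compounds called inactive have numbers as strong as hits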
# PKA-R1A act: activators of PKA-R1A holoenzyme, primary screen, biochemical, fluorescence polarization, Cy5-IP20, bovine R1A, mouse PKAc | PKA-R1A dissociation; scaled: DMSO 0%, 113 µM cGMP 100% | activation, % at 11.4 µM | hit rate 0.083% among 340,000 | AID 504707, 2011;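 active = percent activation above the mean of all tested compounds plus 3 SD, cut at about 19% in these data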;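 note: higher means more PKAc released from R1A so a rise in polarization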
# phage Ecoli inh: growth loss of phage-infected E. coli, primary screen, RecBCD inhibitor project, absorbance, with phage, HTS; inhibition, % at 11.9 µM; hit rate 0.26% among 360,000; in the data active = inhibition above about 11%
# Mot1-301 SUMO: yeast Mot1-301 growth rescue at high temperature, primary screen, SUMOylation pathway inhibitor project, S. cerevisiae, ATP luminescence, 38.5C | hit rate 1% among 320,000 | S. cerevisiae Mot1-301 growth rescue; percent above DMSO median, 100 means doubled | growth rescue, % at 18.8 µM | AID 2716, 2010;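 active = every valid replicate shows activation above 250% relative to neutral control wells; inactive = the rest, any valid replicate at or below 250%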;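 note: OY570 slx delta 5 strain wells were the positive control but not used for scaling; some compounds called inactive have numbers as strong as hits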
# Ecoli viability: E. coli V3065 growth inhibition, primary screen, counter-screen for AddAB inhibitor project, absorbance, OD600; inhibition, % at 11.9 µM; hit rate 0.27% among 330,000; 18 h;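 active = inhibition above the campaign's mean inhibition across all tested compounds plus 3 SD, cut at about 9.9% in these data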;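 note: uninfected addAB+ strain grown without phage in ampicillin broth; 0% = DMSO wells and 100% = ciprofloxacin 0.95 µg/ml wells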
# * = called active by the depositor; ? = inconclusive; · = not tested or not shown. Some of the compounds tested. The share of hits here may be higher or lower than overall.
SMILES,Tat export inh,AddAB inh,DAGLB inhibitor,PKA-R2B act,CDK5 inh,HTR5A ag,HTR5A inv ag,PKA-R1A act,phage Ecoli inh,Mot1-301 SUMO,Ecoli viability
O=C1NC(=S)N(c2ccccc2F)C(=O)/C1=C\c1cccs1,9,-2.9,2,0,-1.1,1,-15,-3,4.1,2,1.0
COC(=O)C1=C(c2ccc(F)cc2OCc2ccccc2)C[C@@H]2CC[C@H]1N2C(=O)NCc1ccccc1C(F)(F)F,-8,-1.1,-11,-6,-2.0,-2,6,-3,-0.2,-4,0.4
C[C@@H]([C@@H](O)c1ccccc1)N(C)C(=O)Cc1ccccc1,-4,3.7,-1,0,-2.4,2,-2,-13,0.1,2,-1.5
O=C(NC1(C(F)(F)F)Oc2ccccc2O1)N1CCC2(CC1)OCCO2,-1,0.4,1,0,-2.3,-3,-28,-5,3.5,-18,-1.4
COC(=O)c1cc(C(O)(C(=O)OC)C(F)(F)F)c(/N=C/N(C)C)s1 (centres undefined),-2,0.5,-2,-14,-2.8,2,-27,3,2.2,13,-0.1
O=C(O)CC1OCC=C2CN3CCC45C6=CC(=O)C(=O)C([N+](=O)[O-])=C6NC4C1C2CC35 (centres undefined),1,0.2,-2,-3,1.3,5,-20,-4,·,-18,-2.3
COc1ccc(OC)c(N2C(=O)NC(=O)/C(=C\c3ccc([N+](=O)[O-])s3)C2=O)c1,-5,-0.2,11,7,-7.2,5,-15,4,3.3,-9,0.4
Fc1ccc(Cn2nnnc2C(c2ccc(Cl)cc2)N2CC=C(c3ccc(F)cc3)CC2)cc1 (centres undefined),2,-0.5,-5,-3,-0.5,2,-6,-11,4.0,6,-0.7
Cc1ccc(CN2CCCC(C(=O)c3ccc4c(c3)OCO4)C2)cc1C (centres undefined),-2,0.9,-7,-5,-1.9,-3,-8,-10,1.4,6,-0.5
COC(=O)C1=C(c2ccc(OC(F)(F)F)cc2)C[C@@H]2CC[C@H]1N2C(=O)NC1Cc2ccccc2C1,6,-0.1,-10,1,-3.1,-2,-20,-7,2.4,-3,-2.3
COC(=O)C1=C(c2cc3ccccc3s2)C[C@@H]2CC[C@H]1N2C(=O)NCc1ccccc1,-8,0.3,-3,9,2.9,-1,-7,-9,0.5,9,-1.3
CCOc1ccc(N2C(=O)NC(=O)/C(=C\c3ccc(N4CCOCC4)cc3C)C2=O)cc1,2,-1.3,0,-4,-0.8,1,-2,3,3.6,1,-3.2
Cc1cc(OC(C)C(=O)NCC(O)c2ccccc2)c2c3c(c(=O)oc2c1)CCCC3 (centres undefined),1,-1.4,0,-4,-2.6,2,-1,-8,-1.9,12,-1.6
c1ccc(CCN2CCC3(CC2)OCCO3)cc1,-11,2.1,0,5,-1.8,-1,15,-1,1.1,313*,-0.8
Cn1c(O)c(C=NC2CC3CCC2(C)C3(C)C)c(=O)[nH]c1=O (centres undefined),-5,0.7,1,3,0.3,2,-13,-2,-0.6,-2,-0.6
O=C(c1ccc2c(c1)ncn2C1CCCCCC1)N1CCC2(CC1)OCCO2,10,0.8,-1,-2,-0.8,-4,-13,5,0.8,0,0.6
O=c1[nH]c(=S)n(Cc2ccc(F)cc2)c(O)c1/C=N/N1CCCCCC1,-5,2.8,6,0,1.0,3,11,7,5.6,-21,-0.3
O=C1NC(=O)C(=Cc2ccc(SC3CCCCC3)o2)C(=O)N1,-4,2.1,17,1,-0.9,-4,14,5,3.2,-20,0.6
O=C(c1ccccc1)c1ccc(N=Nc2c(O)[nH]c(=O)[nH]c2=O)cc1,-1,-1.4,4,-8,0.0,-1,-3,3,-1.3,4,1.9
CC(C)(C)NC(=O)Cn1cc(C(=O)c2ccccc2F)c2ccccc21,0,-0.3,-4,7,-1.5,0,-2,12,4.8,3,-0.9

# Remaining list, next part.
SMILES,Tat export inh,AddAB inh,DAGLB inhibitor,PKA-R2B act,CDK5 inh,HTR5A ag,HTR5A inv ag,PKA-R1A act,phage Ecoli inh,Mot1-301 SUMO,Ecoli viability
CN(C)[C@@H]1C(=O)C(C(N)=O)=C(O)[C@@]2(O)C(=O)C3=C(O)c4c(O)cccc4[C@@](C)(O)C3C[C@@H]12 (some centres undefined),147*,94*,-1,-22,3.2,3,0,-5,102*,0,100*
CCCC12CN3CCN(CC(C3)/C1=N\NC(=O)c1ccncc1)C2,-1,0.7,-1,-4,-2.7,-2,5,3,3.7,-2,-2.9
CCN(CC)P(=O)(NC(=O)c1cccn1C)N(CC)CC,-5,-1.9,0,-3,2.3,4,-11,-10,1.6,23,-1.4
CCN(C(=O)COC(=O)Cc1ccccc1)c1c(N)n(Cc2ccccc2)c(=O)[nH]c1=O,0,0.2,0,-11,1.2,4,-9,-3,1.2,11,-1.2
COc1ccc(CC2C(=O)NC(=O)NC2=O)c(OC)c1,-4,1.2,-2,-5,1.3,6,-15,-4,-0.5,·,2.3
COc1ccc(CN2C(=O)NC(=O)/C(=C/c3ccc(OC)c(OC)c3OC)C2=O)cc1,4,1.4,4,-6,0.3,1,3,-4,-1.8,11,1.6
CC/C(=N\Nc1cccc2ccccc12)c1c(O)[nH]c(=O)[nH]c1=O,9,3.7,3,9,1.1,5,-5,0,2.5,196,0.1
O=c1c2ccccc2nc(/C=C/c2ccc(O)cc2)n1-c1ccccc1O,3,4.2,2,0,-2.2,-3,7,-20,1.2,1,2.3
CCOC(=O)C1(c2ccccc2)CCN(CCC(=O)Nc2ccccc2OC)CC1,4,-1.5,-3,-8,0.9,7,-24,6,-0.2,378*,-1.9
CCOc1ccccc1N1C(=O)CC(=O)NC1=O,-3,2.7,-1,-5,-1.8,1,16,-10,0.3,-21,-2.7
COc1cc(OC)c2c(c1)O[C@@H](c1ccc(OC)c(OC)c1)[C@H](O)C2,-1,2.5,-2,-7,-1.0,0,-1,-1,2.7,-1,1.3
CCc1nccc2c1[nH]c1ccccc12,3,4.9,1,6,3.3,11,-24,-13,3.8,3,2.3
O=c1cccc2n1CC1CNCC2C1 (centres undefined),-6,-2.1,4,-14,-2.0,-3,10,-2,4.1,0,0.9
C/C=C/c1ccc2c(c1)OCO2,-2,1.0,-1,9,0.2,2,-7,4,2.9,255,1.8
CC(C)(C)c1ccc(C(=O)C2CCCN(Cc3ccon3)C2)cc1 (centres undefined),-8,0.7,-3,-8,-0.5,-5,12,-3,4.6,41,1.5
CCOC(=O)C(O)(c1ccc(NC(=S)NC(=O)c2ccc(Cl)cc2Cl)cc1)C(F)(F)F (centres undefined),12,4.5,-9,-8,0.9,-1,14,7,4.0,-7,-1.6
O=C1/C(=C/c2ccc([N+](=O)[O-])cc2)N2CCC1CC2,?,-0.2,1,-1,0.1,-2,8,-10,-2.4,-20,-0.1
CC(C)(C)c1cc(OC(=O)Cc2ccccc2)ccc1O,9,0.5,-5,-1,-1.1,15,-41,-6,-0.9,-1,1.6
Cc1ccc(-c2cc(C(=O)N3CCC4(CC3)OCCO4)no2)cc1,-2,-2.1,-2,-14,0.4,1,-3,-2,3.7,-10,-1.2
CC1(C)CC(=O)c2cc(OCC(=O)N3CCN(Cc4ccccc4)CC3)ccc2O1,-1,1.6,0,3,-0.7,0,0,-5,2.6,-8,0.1

# Other records
SMILES,Tat export inh,AddAB inh,DAGLB inhibitor,PKA-R2B act,CDK5 inh,HTR5A ag,HTR5A inv ag,PKA-R1A act,phage Ecoli inh,Mot1-301 SUMO,Ecoli viability
Fc1ccc(C(OCCN2CCN(CCCc3ccccc3)CC2)c2ccc(F)cc2)cc1,5,-1.3,-6,1,0.0,8,-29,-1,3.0,-11,0.4
CCOc1cc2c(cc1OCC)-n1cccc1C(c1ccc(OC)cc1)NC2 (centres undefined),0,2.7,-1,-10,0.5,-2,7,-3,3.5,2,-1.5
CCN(CC)S(=O)(=O)c1ccc(N=Cc2c(O)n(-c3ccccc3)c(=O)[nH]c2=O)cc1,-9,-0.3,-3,-6,-0.4,2,-6,-7,1.8,73,1.0
COC(=O)C1=C(c2ccc(OC)c(OC)c2)C[C@@H]2CC[C@H]1N2C(=O)N1CCCC1,8,1.3,1,3,-0.9,1,-3,0,1.1,7,-0.2
C[C@]12CCC3C(CC[C@H]4CC(=O)CC[C@]34C)C1CCC2=O (some centres undefined),-4,0.7,-3,-13,-1.4,-1,3,-2,2.7,17,-1.0
CC1(C)Cc2c(C#N)c(N3CCNCC3)nc(-c3ccco3)c2CS1,1,0.9,-4,-7,-2.3,1,-9,-2,3.3,58,-1.4
CN(C)c1nc(-c2ccccc2)[n+](C)s1,-9,3.0,1,5,0.2,3,3,5,5.5,3,2.6
Cc1cc(=O)oc2c(C)c(OCC(=O)N3C[C@H]4C[C@@H](C3)c3cccc(=O)n3C4)ccc12,-6,1.2,-1,3,-0.2,-3,-12,6,2.0,-4,0.3
Cc1c(C(=O)O)cccc1-n1c(C)cc(/C=C2\C(=O)NC(=O)N(c3ccc4c(c3)OCO4)C2=O)c1C,-3,3.2,-2,-4,-0.6,1,-3,-9,1.7,3,1.7
CN1C2CCC1CC(OC(=O)c1ccc(Cl)cc1)(C(=O)O)C2 (centres undefined),4,1.3,-1,-17,1.0,2,-8,-7,3.0,10,1.2
O=C(Cc1ccccc1)N1CCN(Cc2ccc([N+](=O)[O-])cc2)CC1,-3,0.8,0,-4,-0.7,3,-20,3,1.0,8,-0.4
CSc1ccc(C(=O)C2CCCN(Cc3ccn[nH]3)C2)cc1 (centres undefined),1,-0.3,-2,-1,-0.4,7,16,5,3.6,-2,-4.4
CCN1C[C@]2(COC)CC[C@H](O)[C@]34C1[C@](O)([C@@H](OC)[C@H]23)[C@@]1(O)C[C@H](OC)[C@H]2C[C@@H]4[C@@H]1[C@H]2OC,-7,2.4,1,-8,0.0,-1,5,-10,1.8,199,-0.3
COC(=O)C1=C(c2cccc(C#N)c2)C[C@@H]2CC[C@H]1N2C(=O)N1CCOCC1,17,1.1,-1,4,-5.6,-1,-9,-13,1.2,11,-1.8
NP(=O)(Oc1ccccc1)c1ccccc1 (centres undefined),-4,·,2,3,0.1,-5,20,8,2.1,·,·
Cc1ccccc1N1C(=O)NC(=O)/C(=C\c2cc(C)n(C)c2C)C1=O,-3,1.8,1,0,-1.9,1,-4,-2,3.4,1,-2.8
CCOc1cc2c(cc1OCC)-n1cccc1C(c1ccc(F)cc1)NC2 (centres undefined),-7,2.2,-6,-9,-0.7,2,-9,7,2.6,-31,-0.7
Oc1ccccc1/C=N/NP(=S)(c1ccccc1)c1ccccc1,18,2.8,-3,-10,-10,0,0,-1,-2.2,-14,3.9
